TWEAK Fn14 block = inhibitors of TWEAK-Fn14 interaction signaling. AID 1159606. TWEAK-stimulated Fn14 reporter cells, luciferase luminescence, 8 h. hit rate 2% among 360,000. inhibition, % at 10 µM; in the data active means inhibition above about 50%
SRC1 inh = inhibitors of human steroid receptor coactivator 1 (SRC1); HEK293 GAL4-SRC1 luciferase reporter, luminescence; inhibition, % at 3.6 µM; hit rate 0.12% among 360,000;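 active means inhibition above the campaign mean plus 3 SD, with each screening campaign given its own cutoff, cut at about 60% in these data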;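 further: 0% = DMSO treated cells and 100% = gossypol at 36 µM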
KKLEB cytotox = reduces viability of KKLEB cystic fibrosis airway cells | AID 602141 | hit rate 0.36% among 360,000 | KKLEB CF airway cells viability, ATPlite luminescence, overnight; stronger effect = lower value; cells stimulated with P. aeruginosa culture filtrate | activity change (cytotoxicity), % at 5 µM;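 active means corrected activity change at or below -50% at 5 µM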
LMP1 NFkB inh = inhibitors of Epstein-Barr LMP1-induced NF-kappaB reporter; inhibition, % at 12.5 µM; AID 504558; hit rate 0.69% among 350,000; LMP1-induced NF-kappaB luciferase reporter cells, luminescence; in the data active means inhibition above about 41%;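 further: 0% = neutral control wells and 100% = reference inhibitor control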
Shn3 3UTR inh = inhibitors of Schnurri-3 3'UTR reporter in osteoblasts | hit rate 0.52% among 360,000 | Clone20 osteoblast Shn3 3'UTR firefly luciferase, 24 h | AID 588674 | inhibition, % at 12.5 µM;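 active means mean inhibition of at least 75% with every replicate also reaching 75%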;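 further: 0% = median of neutral control wells and 100% = pilot-screen positive control compound; some compounds past the cut are filed as inactive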
COUP-TFII inh = blocks human COUP-TFII nuclear receptor; P24468; HEK293T NGFI-A luciferase reporter, luminescence; inhibition, % at 8.6 µM; hit rate 0.7% among 370,000;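 active means inhibition above a per-plate cutoff, mean inhibition of test wells between control levels plus 3 SD, cut at about 38% in these data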;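 further: cells cotransfected with COUP-TFII expression vector driving the NGFI-A reporter; 0% = median of COUP-TF2 test wells and 100% = reporter-only cells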
Target sequence (P24468 whole entry, looked up): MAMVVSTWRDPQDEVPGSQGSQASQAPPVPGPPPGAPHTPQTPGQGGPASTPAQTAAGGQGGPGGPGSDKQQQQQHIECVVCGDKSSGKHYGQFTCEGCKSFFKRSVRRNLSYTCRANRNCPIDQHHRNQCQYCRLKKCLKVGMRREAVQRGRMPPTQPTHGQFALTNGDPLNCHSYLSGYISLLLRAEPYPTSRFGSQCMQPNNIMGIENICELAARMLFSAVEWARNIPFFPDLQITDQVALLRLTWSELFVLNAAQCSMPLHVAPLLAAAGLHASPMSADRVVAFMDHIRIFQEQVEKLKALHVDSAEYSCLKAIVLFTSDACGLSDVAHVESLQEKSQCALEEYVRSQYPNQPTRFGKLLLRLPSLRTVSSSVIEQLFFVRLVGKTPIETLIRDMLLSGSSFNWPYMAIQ
NCOA3 inh = inhibits human SRC3 coactivator. Q9Y6Q9. HEK293 GAL4-SRC3 luciferase reporter, luminescence. inhibition, % at 3.6 µM. hit rate 0.17% among 360,000;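 active means inhibition above a per-campaign cutoff, the mean of all compounds plus 3 SD, cut at about 60% in these data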;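 further: 0% = DMSO-treated cells and 100% = gossypol-treated cells at 36 µM; higher means less SRC3-driven luciferase light from the GAL4 reporter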
CF NFkB inh = inhibitors of cystic fibrosis induced NF-kB | KKLEB NF-kB-GFP reporter, PAF-induced, GFP fluorescence overnight | inhibition, % at 5 µM | hit rate 0.86% among 360,000 | AID 588850;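 active means at least 50% inhibition at 5 µM, scaled per plate between neutral and stimulator controls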;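 further: PAF is a Pseudomonas aeruginosa culture filtrate used as stimulus; plate controls were PAF-stimulated DMSO wells for no effect and unstimulated DMSO wells for full effect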
LRH-1 inv ag = inverse agonists of human LRH-1 (NR5A2); AID 602396; inhibition, % at 3.6 µM; hit rate 0.13% among 360,000; HEK293T StAR-luciferase reporter, LRH-1 transfected, 24 h;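 active means inhibition above the mean inhibition of all tested compounds plus 3 SD, cut at about 73% in these data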;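 further: 0% = DMSO wells and 100% = reporter-only cells lacking LRH-1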
Target sequence (O00482 whole entry, looked up): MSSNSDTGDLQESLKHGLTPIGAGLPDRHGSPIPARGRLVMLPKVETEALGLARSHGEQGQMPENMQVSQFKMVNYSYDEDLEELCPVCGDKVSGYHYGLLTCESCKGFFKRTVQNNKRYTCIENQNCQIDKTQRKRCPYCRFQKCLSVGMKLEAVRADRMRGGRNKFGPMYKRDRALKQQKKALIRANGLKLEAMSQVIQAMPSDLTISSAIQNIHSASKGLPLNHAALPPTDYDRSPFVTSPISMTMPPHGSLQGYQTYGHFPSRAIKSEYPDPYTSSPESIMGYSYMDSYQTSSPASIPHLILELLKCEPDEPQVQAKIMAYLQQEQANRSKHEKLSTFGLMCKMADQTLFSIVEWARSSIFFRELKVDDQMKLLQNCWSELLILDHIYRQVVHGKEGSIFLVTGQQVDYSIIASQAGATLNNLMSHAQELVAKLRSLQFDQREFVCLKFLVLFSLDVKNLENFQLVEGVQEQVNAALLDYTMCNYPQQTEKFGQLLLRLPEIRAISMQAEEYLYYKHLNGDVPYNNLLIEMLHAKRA
TRAIL sens C8 = sensitizes caspase-8 expressing cells to TRAIL; hit rate 1% among 360,000; inhibition (viability loss, TRAIL sensitization), % at 10 µM; AID 624354; NB7+C8 cells + TRAIL, ATPlite viability luminescence;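 active means compounds causing at least 50% loss of cell viability in the single-dose screen, relative to plate controls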
TROY signal inh = TROY signaling inhibition | Q293 LMP1-TROYcd NF-kB luciferase reporter, 4 h | AID 1347056 | inhibition, % at 10 µM | hit rate 0.98% among 360,000;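 active means compounds whose plate-normalised and pattern-corrected inhibition of the luciferase reporter signal at the single screening dose is 50% or more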
Active calls of the source: *; . = no result given. The list is partial; rates above refer to the full screens.

canonical_smiles	TWEAK Fn14 block	SRC1 inh	KKLEB cytotox	LMP1 NFkB inh	Shn3 3UTR inh	COUP-TFII inh	NCOA3 inh	CF NFkB inh	LRH-1 inv ag	TRAIL sens C8	TROY signal inh
O=c1[nH]c(Cc2cccc(C(F)(F)F)c2)nc2ccccc12	13	14	-5	-1	5	-16	11	10	17	-5	8
O=C(Nc1ccc(N2CCOCC2)cc1)C1CCCN(S(=O)(=O)c2ccccc2)C1 (stereo not given)	7	-17	5	4	1	15	13	-14	4	7	-6
O=C(O)c1ccc(Nc2c3ccccc3nc3ccccc23)cc1	14	-30	3	3	10	1	-25	-29	-9	-4	-47
CC(C)C[C@@H]1COc2cc(N3CCSCC3)ccc2S(=O)(=O)N1	3	.	.	.	.	-20	.	.	2	9	-6
Cc1cc(C(=O)Cn2nc(C(=O)O)c3ccccc3c2=O)c(C)n1CC(F)(F)F	40	-65	-5	-15	-37	-33	-55	6	-97	-3	-28
C/C=C/C(=O)Nc1ccccc1Br	-23	11	-6	-7	-3	-56	5	23	0	1	-9
COc1cccc(NC(=O)CN(C)C(=O)CC2CC3CCC2C3)c1 (stereo not given)	-2	-7	-14	-6	-7	2	3	18	-11	-4	4
O=C(CN1c2cccc3cccc(c23)S1(=O)=O)NCCc1ccc(F)cc1	-29	5	-10	-6	6	-3	-4	4	36	-13	-14
O=C(Nc1cc(Br)ccc1O)c1cnn2c(C(F)F)cc(C3CC3)nc12	0	-7	16	-5	10	-5	-1	0	15	-12	-27
Cc1cc(C)cc(N(C(C)C(=O)N2CCCCC2)S(C)(=O)=O)c1 (stereo not given)	8	-18	-2	5	6	4	-6	3	7	-1	9
CN(Cc1ccc(-n2cccn2)cc1)Cc1cn(C)nc1-c1ccccc1F	-4	-23	-6	-13	10	-1	12	1	-11	-5	7
Cc1ccc(-c2nc3ncccn3c2Nc2ccc3c(c2)OCCO3)cc1	-29	-10	1	-6	-67	-33	-11	-19	-1	-9	-2
O=C(Cn1cc([N+](=O)[O-])cn1)Nc1ccccn1	7	0	20	1	-24	-2	7	-14	-4	-19	5
C/C(=N/Nc1cc(-c2ccccc2)nc(-c2ccccc2)n1)c1ccc(O)cc1	43	-6	14	-25	-1	8	1	-41	8	19	-36
N#Cc1c(NC(=O)COC(=O)c2ccc(O)cc2O)sc2c1CCC2	-19	-21	-5	-1	-5	-12	9	-6	-15	-6	-22
C=CCNC(=O)NC(=O)CSc1nnc(C(F)(F)F)n1C	-8	9	-18	7	9	8	10	6	10	-4	5
Cc1nc2ccc(-c3nc4cc(N)ccc4o3)cc2[nH]1	49	-67	7	30	19	18	-37	-20	-86	60*	0
Cc1ccccc1C(=O)NCC(=O)OC1CCCCC1=O (stereo not given)	4	-4	4	-1	-7	9	9	11	-6	-6	12
Cc1ccccc1C1c2[nH]c3ccccc3c2CCN1C(=O)c1ccc(=O)n(C)n1 (stereo not given)	-26	-27	7	3	16	14	3	-5	-9	-1	6
CC(=O)Nc1cccc(-c2csc(C(O)c3ccc(F)cc3)n2)c1 (stereo not given)	7	-7	-11	.	15	-20	-16	9	-14	-2	-40
CC(=O)NNc1nc(-c2ccccc2)c2cc(Br)ccc2n1	15	-21	-34	6	-4	11	-15	-3	-11	-13	-41
CCCC1(CCC)NC(=O)N(CC(=O)N2CCN(C(=O)c3ccco3)CC2)C1=O	1	-3	-5	-6	-5	13	-16	-5	23	-7	21
COc1cc(C(=O)NCC(=O)NCC2COc3ccccc3O2)cc(OC)c1OC (stereo not given)	4	-21	-15	-1	4	-5	5	0	-2	-2	-5
CC(OC(=O)C(C)N1C(=O)C2C3C=CC(C4CC34)C2C1=O)C(=O)c1ccccc1 (stereo not given)	-3	3	2	0	0	-1	4	0	-1	4	7
Cc1ccccc1S(=O)(=O)N(C)C[C@H]1OCc2cn(nn2)CCCC(=O)N([C@H](C)CO)C[C@@H]1C	3	14	10	.	-20	-24	15	-43	18	6	-8
COc1ccc(-n2cnnc2SCC(=O)NC2CCS(=O)(=O)C2)cc1 (stereo not given)	9	10	7	-6	-14	-1	3	-6	-20	2	-5
CCC(C)c1ccc(NC(=O)COC(=O)C2CCCC2)cc1 (stereo not given)	7	-33	16	3	-7	-24	-27	-21	5	5	-15
COc1ccc([C@H]2CC(=O)C=C(c3cccc(Cl)c3)C2)cc1OC	2	-11	-7	7	26	16	19	17	-6	-8	9
Cc1cc(C)c(C)c(S(=O)(=O)Nc2ccc(OCC(=O)O)cc2)c1C	-15	13	1	-4	-7	12	23	0	9	-10	-19
Cc1onc(-c2ccccc2Cl)c1C(=O)N1CCOC12CCCCC2	9	13	-2	-6	17	-8	19	-8	14	1	-24
COc1ccc(CC(=O)N/N=C(\C)CC(=O)Nc2cccc(F)c2)cc1	16	4	2	6	12	17	6	-20	4	-8	1
Cc1cccc(C)c1N(CC(=O)N1CCOCC1)S(C)(=O)=O	9	-8	12	0	4	-5	-14	-24	12	-15	20
C[C@@]12CCC[C@H](O1)[C@@H]([C@H](O)c1ccccc1)O2	1	-1	-3	-1	-3	-8	-18	-10	-3	-20	8
Cc1cc(C)nc(SC2CCCCC2NS(=O)(=O)c2ccccc2)n1 (stereo not given)	-1	-7	6	-6	0	13	4	6	-4	0	-5
CCn1c(Cc2cccc3ccccc23)nnc1SCC(=O)Nc1nccs1	7	-2	-4	-8	6	6	14	2	-7	2	0
CN(C(=O)c1cccc(NC(=O)Cc2ccc(NC(=O)C3CCN(C(=O)CCc4ccccc4)CC3)cc2)c1)C1CC1	-9	-11	3	-5	12	12	-5	12	-18	5	-15
O=C(COC(=O)C1CC2C=CC1C2)NCc1ccccc1Cl (stereo not given)	8	-2	-3	4	-3	3	6	-1	1	-7	-17
CC(C)CCSc1nc(N2CCOCC2)c2c(c1C#N)CC(C)(C)OC2	-4	2	-14	-16	27	4	6	-6	-4	-15	-23
COc1ccccc1NC(=O)COC(=O)c1ccc(S(=O)(=O)NCc2ccco2)cc1	-2	-18	5	-7	-8	-7	-10	-7	-21	-4	-26
Cc1ccc(NC(=O)CN2C(=O)NC3(CCCc4ccccc43)C2=O)c(Cl)c1 (stereo not given)	1	-6	-6	0	5	-6	1	-3	8	8	-5
NC(=O)c1c(NC(=O)C2CCCO2)sc2c1CCCC2 (stereo not given)	5	-46	-4	0	-10	-7	-20	4	-34	0	-28
CSc1nsc(SC)c1C(=O)Nc1ccc(C(C)(C)C)cc1	-19	11	-11	-7	-28	7	-13	11	-9	13	-18
O=C(NCCc1ccc(F)cc1)C(=O)NCC1CCCN1S(=O)(=O)c1cccs1 (stereo not given)	-7	-2	-10	-20	7	7	-2	-11	-4	12	-1
CC(C)CC(c1nnnn1Cc1ccco1)N1CCN(C2CCCC2)CC1 (stereo not given)	-18	-2	-10	1	-9	8	13	-3	12	-4	-2
CCNC(=O)c1cccc(S(=O)(=O)N2CCCCCC2)c1	-9	-15	0	2	12	2	-11	-3	4	-12	8
O=C(CSc1ccc2c(c1)OCCO2)N1CCN(c2ccccc2)CC1	11	4	-6	0	-3	-18	-38	15	-23	-9	0
Cc1cc(C)n2nc(C(=O)OC(C)C(=O)c3cc(C)c(C)cc3C)nc2n1 (stereo not given)	-1	1	-23	4	6	-3	18	10	13	-13	1
Cc1ccc(-c2nn(-c3ccccc3)cc2C(=O)Nc2cccc(S(=O)(=O)N3CCOCC3)c2)cc1	-2	-3	11	-13	-10	-1	10	-18	8	-5	21
CCCOC(c1ccccc1)(c1ccccc1)C(Oc1nc(C)cc(C)n1)C(=O)O (stereo not given)	14	2	4	0	12	-5	13	16	14	-7	-12
C=C(Br)Cn1cnc2ccccc21	11	3	-9	2	5	16	5	-2	-4	-6	-18
Cc1ccc(CS(=O)(=O)CCC(=O)NC2CC2)cc1	-1	1	-12	-16	-2	12	21	-22	3	-10	-2
COc1cccc(CN2CC(C(=O)NCCC3=CCCCC3)CCC2=O)c1 (stereo not given)	-4	-37	8	-7	12	13	13	-22	0	19	-7
CN1CCN(C(=O)c2cc(Cl)cc(Cl)c2)CC1	0	-5	30	-3	2	10	-24	-12	13	-5	-6
CC12CC3CC(C)(C1)CC(C(=O)N1CCCC1)(C3)C2	-2	19	8	-3	7	-4	-1	-17	7	-2	22
Nc1cnccc1Oc1cccc(C(F)(F)F)c1	12	-2	-8	10	18	-7	1	-4	7	-2	3
COc1ccc(OCCSc2nnc(CC(=O)Nc3cccc(Cl)c3Cl)n2C)cc1	-1	-7	-3	9	16	1	-9	0	-13	15	-10
CCNC(=O)N(CC)C[C@H]1N[C@@](Cc2ccccc2)(C(=O)OC)[C@H]2C(=O)N(C)C(=O)[C@@H]12	-15	2	0	65*	0	4	-3	-10	3	9	-1
COC(=O)c1c(O)c2ccccc2[nH]c1=O	-5	-3	1	-18	1	12	13	0	11	3	8
COc1ccc(NC(=O)c2cc(-c3ccccc3)nc3c2cnn3C(C)C)cc1	-6	-21	12	5	8	1	1	14	-3	11	-10
COc1ccccc1N1CCN(C2CC(=O)N(c3ccc(F)cc3)C2=O)CC1 (stereo not given)	-3	-27	-8	-11	16	-6	0	0	0	-6	8

Going on with the list:
canonical_smiles	TWEAK Fn14 block	SRC1 inh	KKLEB cytotox	LMP1 NFkB inh	Shn3 3UTR inh	COUP-TFII inh	NCOA3 inh	CF NFkB inh	LRH-1 inv ag	TRAIL sens C8	TROY signal inh
CCN(CC)c1ccc(C2Nc3cccc4cccc(c34)N2)c(O)c1	-14	-14	13	-15	-39	-13	-25	-6	5	-8	-63
CC(=O)Nc1nc(-c2ccccc2)nc(-c2ccccc2OC(C)=O)n1	25	10	41	-9	1	-4	0	-122	17	-3	-19
CCCCn1cnc2c(SCc3cccc(F)c3)nc(N)nc21	-17	-11	-20	-19	-6	-23	-28	30	-67	3	-22
COc1cc2c(cc1[N+](=O)[O-])-c1ccc([N+](=O)[O-])cc1C2=NNC(N)=S	-101	-28	0	17	-17	.	3	-311	39	19	-36
C=CCn1c(SCC(=O)Nc2ccc(C(=O)OC(C)C)cc2)nnc1-c1cccs1	2	-5	0	-3	10	1	-14	4	13	6	24
Cc1noc(C)c1S(=O)(=O)NC(=O)C1(C)CCN1C(=O)Cc1ccc(Cl)cc1Cl (stereo not given)	20	-5	6	.	-8	-4	-5	10	-5	4	-1
COc1ccccc1N(CC(N)=O)S(=O)(=O)c1ccc(C)cc1	9	12	1	3	1	-10	4	-1	-3	-1	12
COc1ccc(/C=C/CN2CCCC(CCC(=O)NCc3ccc(F)c(F)c3)C2)cc1 (stereo not given)	-16	-5	2	6	12	12	6	7	0	10	-24
Cc1cc(C)c2c(C)nn(-c3ccccc3)c2n1	-1	-18	2	0	2	1	-5	-6	1	-7	7

Source: PubChem
